PrPC surface inh: inhibitors of human cell surface prion protein PrPC | P04156 | TR-FRET read-out | inhibition, % at 13.8 µM | actives 0.43% (n = 370,000) | AID 720596; in the data active means inhibition above about 24%; further: 0% = median of the test wells and 100% = reference compound wells
BoNT F protease: inhibitors of Botulinum neurotoxin F light chain protease; Multiplex microsphere protease cleavage assay, flow cytometry; AID 588497; actives 0.22% (n = 360,000); inhibition, % at 10 µM; in the data active means inhibition above about 35%, passing the limit was not always enough; inconclusive means no clear call, values can overlap the other calls; further: plate controls were buffer without enzyme for full effect and enzyme alone for no effect
TcdB inh: TcdB glycohydrolase inhibition; P18177; actives 0.24% (n = 350,000); TcdB glycohydrolase enzymatic assay, plate reader; AID 652162; inhibition, % at 9.99 µM; in the data active means inhibition above about 10%
BoNT A protease: inhibitors of Botulinum neurotoxin A light chain protease. multiplex microsphere protease substrate cleavage, flow cytometry. inhibition, % at 10 µM. actives 0.17% (n = 360,000); further: plate controls were buffer without enzyme for full effect and enzyme alone for no effect
CCHFV vOTU inh: CCHFV vOTU protease inhibition | inhibition, % at 11.5 µM | Pep-AMC fluorescence | actives 0.55% (n = 370,000) | AID 651958; in the data active means inhibition above about 30%; further: 0% = vehicle wells with enzyme and 100% = no enzyme wells
PfHsp40 yeast: restores yeast growth despite PfHsp40 toxicity | S. cerevisiae expressing PfHsp40, growth rescue, ATP luminescence | growth rescue, % at 12.5 µM | actives 0.68% (n = 340,000) | AID 504582; in the data active means growth rescue above about 28%, passing the limit was not always enough; inconclusive means no clear call, values can overlap the other calls;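 further: yeast W303a lacking pdr1 and pdr3 grown in galactose medium; growth measured after three days at 30 °C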
Anthrax LF inh2: anthrax lethal factor protease inhibition | P15917 | multiplex microsphere protease cleavage assay, LF | inhibition, % at 10 µM | actives 0.12% (n = 360,000) | AID 588501; further: plate controls were buffer without enzyme for full effect and enzyme alone for no effect
Target sequence (P15917 whole entry, looked up): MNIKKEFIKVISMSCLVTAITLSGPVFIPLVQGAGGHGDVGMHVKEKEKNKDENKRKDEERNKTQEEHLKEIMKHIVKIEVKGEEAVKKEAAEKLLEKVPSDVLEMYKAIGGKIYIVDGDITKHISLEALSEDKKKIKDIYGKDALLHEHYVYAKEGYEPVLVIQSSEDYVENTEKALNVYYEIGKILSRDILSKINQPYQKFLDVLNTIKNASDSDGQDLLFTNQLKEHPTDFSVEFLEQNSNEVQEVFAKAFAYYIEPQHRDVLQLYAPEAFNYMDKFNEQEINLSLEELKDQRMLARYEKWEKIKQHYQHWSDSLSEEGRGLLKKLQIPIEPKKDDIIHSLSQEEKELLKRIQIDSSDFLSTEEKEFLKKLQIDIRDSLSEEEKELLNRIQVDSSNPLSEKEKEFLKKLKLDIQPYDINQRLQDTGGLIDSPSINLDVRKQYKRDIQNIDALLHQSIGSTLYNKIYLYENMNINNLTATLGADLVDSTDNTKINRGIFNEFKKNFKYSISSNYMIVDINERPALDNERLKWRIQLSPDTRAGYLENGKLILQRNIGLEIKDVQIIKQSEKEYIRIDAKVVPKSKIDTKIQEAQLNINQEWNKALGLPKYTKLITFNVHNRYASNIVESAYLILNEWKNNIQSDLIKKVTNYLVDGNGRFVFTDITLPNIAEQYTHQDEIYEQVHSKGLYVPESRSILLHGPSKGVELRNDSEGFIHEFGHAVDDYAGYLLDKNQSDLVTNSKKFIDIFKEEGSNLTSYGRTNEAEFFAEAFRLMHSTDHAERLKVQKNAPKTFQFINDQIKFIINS
Y pestis TopoI: blocks Yersinia pestis topoisomerase I activity | Y. pestis Topo-I cleavage product accumulation, plate reader | activity, % at 10 µM | actives 0.064% (n = 360,000) | AID 504884; in the data active means activity above about 50%, passing the limit was not always enough; inconclusive means no clear call, values can overlap the other calls; further: inactives centre near 2
FadD28 FP inh: inhibitors of Mycobacterium tuberculosis FadD28 bisubstrate binding; FadD28 bisubstrate probe binding, fluorescence polarization; inhibition, % at 12.5 µM; actives 0.22% (n = 360,000); in the data active means inhibition above about 8.5%, passing the limit was not always enough; inconclusive means no clear call, values can overlap the other calls
The depositor's hits bear a star; ? = inconclusive; / = not tested or not shown. Unless noted, no stated cut-off is given here; in the data, active means inhibition above about 30%; inconclusive means no clear call, values can overlap the other calls; inactive means below that.

SMILES	PrPC surface inh	BoNT F protease	TcdB inh	BoNT A protease	CCHFV vOTU inh	PfHsp40 yeast	Anthrax LF inh2	Y pestis TopoI	FadD28 FP inh
Cc1ccc(C(=O)C2CC2)cc1C	-10.8	-5.5	-0.6	-0.1	-9.3	-0.5	4.5	0.8	-1.8
O=C(Nc1ccc(Cl)c(C(F)(F)F)c1)N1CCCC(O)C1 (stereo not given)	11.2	-14.4	/	-0.9	1.8	-0.8	-3.9	-2.7	-3.0
CCCC(=O)N(c1ccc(C(=O)O)cc1)c1nc(-c2ccccc2)c(C)s1	5.2	-5.3	-1.0	0.3	-9.5	1.6	-4.3	0.6	-2.9
COc1ccccc1C(=O)NCCOc1ccc(C)c(C)c1	-6.6	0.5	0.8	0.6	10.6	-0.5	-4.8	5.9	-0.2
CCN(CC)S(=O)(=O)c1cc(C)ccc1NC(=S)Nc1cccnc1	12.2	-3.6	-0.6	-0.2	6.2	-0.5	-1.1	-7.9	-3.7
CCn1c(=O)c([N+](=O)[O-])c(NCCCn2ccnc2)c2ccccc21	4.4	?	2.0	-1.0	-8.1	-0.4	0.2	-6.9	-1.1
CCOC(=O)C1CCN(c2ccc([N+](=O)[O-])cc2S(=O)(=O)N2CCOCC2)CC1	-33.5	-14.2	1.3	0.4	-10.5	2.4	-5.0	15.9	-2.9
COc1ccccc1NS(=O)(=O)c1cc(NC(=O)c2ccccc2[N+](=O)[O-])ccc1N1CCOCC1	-9.5	-4.9	2.6	0.5	9.9	0.5	1.0	2.5	-3.2
O=C(COC(=O)/C=C/c1ccc(F)cc1)Nc1cccc(S(=O)(=O)N2CCCC2)c1	4.5	-2.7	/	-0.4	16.8	2.5	-8.3	19.6	-1.9
COc1ccc(NC(=O)CN2C(=O)c3ccccc3Sc3ccc(C(=O)N4CCOCC4)cc32)c(OC)c1	4.8	2.4	1.6	0.8	3.9	0.0	-4.6	10.9	-4.6
COc1ccc(-c2nnn(CC(=O)OC3CCCCC3)n2)cc1OC	-3.4	-7.9	/	0.3	3.7	0.0	-2.2	1.7	4.2
Cc1ccc(N2CC(C(=O)N3CCCCC3)CC2=O)cc1C (stereo not given)	9.3	-2.3	2.5	-2.8	-4.4	0.4	-3.9	2.2	0.0
O=C(c1ccc([N+](=O)[O-])cc1)N(Cc1cccs1)C1CCS(=O)(=O)C1 (stereo not given)	-32.1	1.8	-0.1	3.4	-3.9	-0.6	3.0	-1.5	-1.2
Cc1ccc(NC(=O)N2CCCC(c3nc(-c4ccc(F)cc4)no3)C2)cc1 (stereo not given)	2.5	-6.1	-0.4	-0.7	-8.3	2.1	-0.5	24.6	-5.0
CC(NS(=O)(=O)c1ccc(Br)cc1)c1ccccc1 (stereo not given)	-5.5	20.7	0.2	4.2	-15.9	-0.8	18.2	-9.8	-0.9
CN(CC(=O)Nc1ccccc1Cl)C(=O)c1ccccc1Sc1ccccc1C#N	2.2	14.3	1.2	1.9	16.3	-0.4	0.3	3.2	-1.0
C=CC[C@@H](CC(=O)N[C@H](CO)Cc1ccccc1)C(=O)N[C@H](COC(=O)[C@@H](CC=C)CC(=O)OC(C)(C)C)Cc1ccccc1	-2.8	0.2	1.2	-0.5	14.8	4.7	-0.3	11.0	-0.4
Cc1ccc(NC(=O)CSc2nnnn2-c2ccc3c(c2)OCO3)cc1C	5.9	20.2	/	1.2	14.3	-0.3	-0.3	15.4	1.2
O=C(Nc1ccc(F)cc1)C1CCN(S(=O)(=O)c2cccs2)CC1	-2.6	-2.1	2.5	-0.4	-2.2	0.3	-5.0	2.8	-1.5
CCN(CC)S(=O)(=O)c1cc(C(=O)Nc2cccnc2Cl)ccc1Cl	10.8	-2.9	11.4*	-0.7	-5.9	-0.1	-6.0	?	-0.5
COc1ccc(C2c3ccc(O)cc3Oc3ncn4nc(-c5ccncc5)nc4c32)cc1OC (stereo not given)	-3.4	-8.0	2.6	-0.2	-4.0	-0.2	-8.4	-5.7	-1.9
O=C(CSc1n[nH]c(-c2ccccc2)n1)N1CCCC1	-7.0	0.0	1.2	-1.5	5.5	-0.4	10.5	9.0	0.3
Cc1cc(/C=C2/NC(=O)NC2=O)c(C)n1-c1cccnc1	-5.4	9.9	1.2	1.0	-9.2	-1.6	0.6	-2.4	-4.8
COc1cc(S(=O)(=O)N2CCCCC2)ccc1NC(=O)c1ccc(F)cc1	7.2	4.0	/	-1.2	5.9	-1.5	5.5	1.8	-3.8
CCN(CC)C(=O)Oc1ccc(Br)cc1C(=O)Nc1ccc(F)c(Cl)c1	-0.9	?	1.1	-0.8	7.6	1.3	0.3	-9.8	-0.2
SMILES	PrPC surface inh	BoNT F protease	TcdB inh	BoNT A protease	CCHFV vOTU inh	PfHsp40 yeast	Anthrax LF inh2	Y pestis TopoI	FadD28 FP inh
COc1ccc(C(=O)c2ccc(CC(=O)O)s2)cc1	8.7	-2.4	-0.4	1.1	9.3	0.8	-3.4	2.0	-0.7
CC1Cc2[nH][nH]c(=O)c2C(C2CC2)O1 (stereo not given)	-4.9	-4.5	-0.1	-0.3	-0.9	/	-0.2	/	/
COC(=O)c1ccncc1N	8.8	-4.0	1.3	0.5	-34.8	-0.6	-2.1	6.1	-0.3
COc1cccc(C2CC(C(F)(F)F)n3nc(C(=O)Nc4c(C)n(C)n(-c5ccccc5)c4=O)cc3N2)c1 (stereo not given)	-5.2	-0.4	1.5	-0.5	-6.8	0.6	4.2	45.8	-2.4
COc1ccc2[nH]c(=S)[nH]c2c1	-1.7	2.0	/	0.3	3.4	-0.2	-3.0	-2.4	-2.2
CSc1cccc(NC(=O)CN2C(=O)COc3ccc(S(=O)(=O)N4CCOCC4)cc32)c1	4.7	0.3	0.4	3.0	5.4	1.6	4.0	0.3	-3.6
COc1cc(OC)c(C2C(C(=O)O)c3ccccc3C(=O)N2C)cc1OC (stereo not given)	-6.6	?	/	-0.4	2.9	-1.1	-5.3	1.8	-2.3
CCCCCC1CC(COc2ccccc2)OC1=O (stereo not given)	4.2	-7.2	1.1	0.9	2.7	0.7	-1.9	18.4	-2.0
Cn1c(C(=O)N[C@@H](Cc2ccccc2)C(=O)O)cc2cc(F)ccc21	5.0	23.7	-5.6	0.1	15.0	-1.0	4.1	-4.5	-4.2
CC(=O)Nc1ccc(SCC(=O)N(CCC#N)c2ccc(C)cc2)cc1	2.4	-5.6	/	-2.0	12.1	1.3	-2.1	9.0	-1.1
CCNc1nc(NCC)nc(NC(N)=S)n1	-2.0	-6.8	2.2	-0.7	0.8	0.7	0.2	-3.6	-1.7
Cc1ccsc1C(=O)OCC(=O)NC1CC1	-0.5	2.3	0.1	1.1	-1.6	0.1	-3.4	-9.4	0.8
O=C(Cc1csc(-c2cccc(F)c2)n1)Nc1cccc(S(=O)(=O)NC2=NCCC2)c1	-5.6	-2.7	-0.8	0.9	2.6	/	4.4	8.9	-1.3
O=C(NCc1ccco1)c1ccccc1NS(=O)(=O)c1ccc2c(c1)OCCO2	-7.8	3.3	/	0.0	8.0	-0.4	-1.9	-5.5	-2.5
CSc1ccccc1OCc1cc(C(=O)N2CCN3CCCC3C2)no1 (stereo not given)	-1.0	-2.1	0.4	0.6	-8.0	-1.6	-0.8	-0.7	-2.5
CCN1CCN(C(=O)N2CCOCC2)CC1	3.6	-1.4	0.3	0.0	-5.8	-1.1	-1.1	-1.3	-1.2
COc1ccc(NC(=S)Nc2ccc3c(c2)c(=O)n(C)n3-c2ccccc2)cc1	-2.7	-3.6	0.5	-0.3	-40.8	/	-4.8	20.1	-0.1
O=C(Cn1cnc2c(cnn2-c2ccc(Cl)cc2)c1=O)NC1CCCCC1	-6.9	2.6	0.0	-0.4	6.1	0.3	0.4	2.9	-0.6
COc1cccc(NC(=O)NCCC2=CCCCC2)c1	16.7	2.1	0.2	-0.4	5.0	-0.9	0.4	-3.8	-3.3
O=C(NCCCN1CCCC1=O)C(=O)NCC1OCCCN1S(=O)(=O)c1cc(F)ccc1F (stereo not given)	-0.1	-2.3	-1.3	-0.6	-19.4	-0.2	0.2	-2.7	0.6
O=C1c2cccc3cccc(c23)C(=O)N1/N=C/c1c(O)n(-c2ccccc2)c(=O)[nH]c1=O	-40.5	-1.2	1.5	0.3	0.4	1.5	-4.2	-7.9	-1.4
Cc1ccc(CNC(=O)c2cc3c(-c4ccc(Cl)cc4)nn(C)c3s2)o1	-0.5	-19.8	0.0	-1.5	5.4	2.0	-14.6	2.5	-12.2
CN(C(=O)c1ccccn1)c1nnc(-c2ccccn2)s1	1.9	40.4*	/	0.8	0.0	0.3	-3.7	-1.7	1.1
CN(C)CCCOC(=O)c1ccccc1	5.2	-0.4	/	-0.1	1.4	0.0	-1.5	1.3	-0.1
CCc1ccc(OCC(=O)NNC(=O)c2cc(S(=O)(=O)N(C)C)ccc2N2CCCC2)cc1	-7.5	5.1	0.5	3.7	2.1	0.2	-1.8	21.5	-1.0

A second format for part of the listing above:
Compound,PrPC surface inh,BoNT F protease,TcdB inh,BoNT A protease,CCHFV vOTU inh,PfHsp40 yeast,Anthrax LF inh2,Y pestis TopoI,FadD28 FP inh
COc1ccc(C(=O)c2ccc(CC(=O)O)s2)cc1,8.7,-2.4,-0.4,1.1,9.3,0.8,-3.4,2.0,-0.7
CC1Cc2[nH][nH]c(=O)c2C(C2CC2)O1 (stereo not given),-4.9,-4.5,-0.1,-0.3,-0.9,/,-0.2,/,/
COC(=O)c1ccncc1N,8.8,-4.0,1.3,0.5,-34.8,-0.6,-2.1,6.1,-0.3
COc1cccc(C2CC(C(F)(F)F)n3nc(C(=O)Nc4c(C)n(C)n(-c5ccccc5)c4=O)cc3N2)c1 (stereo not given),-5.2,-0.4,1.5,-0.5,-6.8,0.6,4.2,45.8,-2.4
COc1ccc2[nH]c(=S)[nH]c2c1,-1.7,2.0,/,0.3,3.4,-0.2,-3.0,-2.4,-2.2
CSc1cccc(NC(=O)CN2C(=O)COc3ccc(S(=O)(=O)N4CCOCC4)cc32)c1,4.7,0.3,0.4,3.0,5.4,1.6,4.0,0.3,-3.6
COc1cc(OC)c(C2C(C(=O)O)c3ccccc3C(=O)N2C)cc1OC (stereo not given),-6.6,?,/,-0.4,2.9,-1.1,-5.3,1.8,-2.3
CCCCCC1CC(COc2ccccc2)OC1=O (stereo not given),4.2,-7.2,1.1,0.9,2.7,0.7,-1.9,18.4,-2.0
Cn1c(C(=O)N[C@@H](Cc2ccccc2)C(=O)O)cc2cc(F)ccc21,5.0,23.7,-5.6,0.1,15.0,-1.0,4.1,-4.5,-4.2

The list continues:
SMILES	PrPC surface inh	BoNT F protease	TcdB inh	BoNT A protease	CCHFV vOTU inh	PfHsp40 yeast	Anthrax LF inh2	Y pestis TopoI	FadD28 FP inh
O=C(c1cc(COc2c(F)cccc2F)on1)N1CCN(C2CCCCC2)CC1	8.1	1.2	3.2	-2.9	12.9	0.5	2.0	9.5	-1.0
Cc1ccc(-c2nnc(SCC(=O)Nc3nccs3)n2N)cc1	-1.0	7.5	/	6.0	-1.0	-0.3	-3.7	12.3	-0.2
O=C(NCc1cccc(Br)c1)C1CC2Cn3c(nc4ccccc43)C2N1c1ccccc1 (stereo not given)	-3.8	4.1	0.3	-0.3	3.0	1.9	-11.0	-0.2	-2.4
CCCc1cc(C(=O)Nc2cnn(Cc3ccc(F)cc3)c2)no1	17.9	-2.6	1.9	0.2	2.5	1.8	-0.3	6.2	-1.8
COCCCNC(=S)NNC(=O)c1ccccn1	3.2	0.0	-21.7	-1.8	6.7	2.0	1.7	4.6	1.6
CCOC(=O)c1cc(NC(=O)N(CC)CC)c(C)nc1C	-0.5	-3.2	/	-1.5	-11.1	-0.2	0.7	-3.2	-1.7
CCc1ccc(CCC(=O)Nc2nnc(C)s2)o1	-1.9	-1.6	/	?	-12.2	1.8	0.2	-4.6	-4.5

Assay outcomes (PubChem BioAssay)
